# Screening results deposited in PubChem by NCI.
# NCI-60 one-dose screen, 48 h, at 10 µM unless noted. Numbers give growth in % (100 = growth as untreated, 0 = no growth, -100 = all killed).
# UO-31 – UO-31 renal cancer. AID 1794768. actives 5.2% (n = 81,000)
# A498 – A498 renal cancer cells | AID 1794774 | actives 5.4% (n = 76,000)
# ACHN – ACHN renal cancer | actives 4.9% (n = 81,000) | AID 1794771
# SN12C – SN12C renal cancer cells; actives 3.8% (n = 81,000); AID 1794767
# 786-0 – 786-0 renal cancer cells. actives 5.1% (n = 81,000)
# DU-145 – DU-145 prostate cancer; actives 4.2% (n = 81,000)
# TK-10 – TK-10 renal cancer cells; AID 1794769; actives 3.9% (n = 81,000)
# RXF 393 – RXF 393 renal cancer cells | actives 6.9% (n = 77,000) | AID 1794773
# CAKI-1 – CAKI-1 renal cancer | actives 4.7% (n = 75,000)
# * hit, by the source's call; nt = no result given; & = joins results of further samples. Rule for the calls: active = growth percent below 10; inactive = the rest.
SMILES	UO-31	A498	ACHN	SN12C	786-0	DU-145	TK-10	RXF 393	CAKI-1
Nc1ccc(-c2cn3ccsc3n2)cc1	96	109	93	89	111	112	106	96	96
C=C1C(=O)O[C@H]2[C@H]1CC/C(COC(=O)/C=C\C(=O)NCc1ccc(Cn3c(=O)sn(CCCC)c3=O)cc1)=C\CC[C@@]1(C)O[C@@H]21	-100*	11	-100*	-93*	-77*	-96*	-77*	nt	-79*
c1ccc(COC(CN2CCCCC2)c2ccccc2)cc1 (stereo not given)	83	86	105	94	109	116	95	nt	99
Oc1ccccc1-c1nnc(CNc2ccc(Cl)cc2)o1	19	78	13	41	37	36	45	37	17
CN(C)C=C1C(=O)c2ccccc2C1=O	62	47	67	90	90	103	nt	72	82
CCCCCCCCOC(=O)Nc1ccc(OCC)cc1	95	90	104	102	91	106	100	102	91
CCOC(=O)C1=C(C)NC(=O)NC1c1ccccc1 (stereo not given)	93&90&87&87	97&81&80&80	105&113&106&101	106&99&108&103	100&104&92&104	107&101&104&113	96&97&93&101	108&121&115&113	87&102&95&92
CN1CCN(CC(=O)Nc2nc3c(s2)Nc2cc(Cl)c(Cl)cc2NC3=O)CC1	85	106	105	109	99	117	96	nt	102
O=S(=O)(Nc1ccc(Cl)nn1)c1ccc(N=C=S)cc1	84	103	106	102	101	111	99	96	93
CNC(=O)c1cc(Oc2ccc3nc(NC(=O)c4cc(N5CCOCC5)cc(C(F)(F)F)c4)sc3c2)ccn1	88	nt	88	83	80	86	92	-9.0*	82
CSc1ccc2c(c1)N(CCC1CCCCN1C)c1ccccc1S2 (stereo not given)	28	84	26	48	44	69	66	27	33
O=C(CCCC(=O)Nc1ccc(Cn2nnc3cc(Cl)c(Cl)cc32)cc1)Nc1ccc(CN2N=NC3C=C(Cl)C(Cl)=CC32)cc1 (stereo not given)	50	78	84	90	85	93	107	94	nt
COC(=O)C(C#N)C(C#N)c1cc(OC)c(OC)cc1[N+](=O)[O-] (stereo not given)	99	104	105	102	105	101	106	110	92
CC(CC(=S)N1CCOCC1)CC(C)(C)C (stereo not given)	85	109	107	102	106	109	116	99	92
Cc1cc(C(O)CN(C)C)cc2c1ccc1cc(C(C)C)ccc12 (stereo not given)	26	77	-29*	63	15	56	-62*	-48*	8.0*
NC(CS/C(Cl)=C/Cl)C(=O)O (stereo not given)	83	-60*	95	87	105	nt	117	105	90
CC(=O)CC(=O)SCCNC(C)=O	92	93	107	107	96	101	94	113	90
S=c1nc[nH]c2c1ncn2C1CCCCO1 (stereo not given)	90	121	101	94	103	118	167	102	110
COc1cc(Nc2ncccc2/C=C/C(=O)c2cc(OC)c(OC)c(OC)c2)cc(OC)c1OC	66	85	76	79	92	81	121	86	72
CC(=O)CC(=O)CS(=O)(=O)c1ccccc1	104	102	nt	109	111	103	90	106	nt
O=C(c1ccccc1)C1CCC1	76	103	106	89	107	117	93	109	99
O=C(Nc1ccc(Cl)c(C(F)(F)F)c1)c1cncc(C#Cc2cnc3ccc(N4CCOCC4)nn23)c1	-34*	-19*	-35*	6.2*	-29*	21	24	nt	9.8*
COc1cc(NCC(=O)Nc2cc(Nc3cccc(I)c3)ncn2)c(Cl)c(OC)c1Cl	55	56	86	93	94	99	117	97	nt
O=C1CN(Cc2ccncc2)C(=O)[C@H](Cc2c[nH]c3ccccc23)N1	82	113	109	100	100	105	93	105	97
O=C(O)c1ccc2c(c1O)C(=O)c1ccccc1C2=O	84	102	102	94	99	98	101	98	nt
O=C(O)CP(=O)(O)CCc1ccccc1	94	100	100	91	93	107	87	108	99
O=C1c2cc(Cl)c(Cl)cc2C(=O)N1CNc1cc(Cl)ccc1Cl	91	113	108	107	103	104	98	112	nt
Nc1ccc2ccc(O)cc2c1	68	111	95	92	109	109	128	109	93
CCCCCCCC(CC(=O)O)OC(=O)CC(CCCCCCC)OC1OC(C)C(O)C(O)C1OC1OC(C)C(O)C(O)C1O (stereo not given)	nt	127	134	137	222	143	139	111	147
COC(=O)c1cc2ccccc2[nH]c1=O	98	88	99	106	101	115	107	107	nt

# Four consecutive compounds out of the list so far, for reference:
SMILES	UO-31	A498	ACHN	SN12C	786-0	DU-145	TK-10	RXF 393	CAKI-1
O=C1c2cc(Cl)c(Cl)cc2C(=O)N1CNc1cc(Cl)ccc1Cl	91	113	108	107	103	104	98	112	nt
Nc1ccc2ccc(O)cc2c1	68	111	95	92	109	109	128	109	93
CCCCCCCC(CC(=O)O)OC(=O)CC(CCCCCCC)OC1OC(C)C(O)C(O)C1OC1OC(C)C(O)C(O)C1O (stereo not given)	nt	127	134	137	222	143	139	111	147
COC(=O)c1cc2ccccc2[nH]c1=O	98	88	99	106	101	115	107	107	nt

# Quoted from the listing.
# Reading for O=C(O)CP(=O)(O)CCc1ccccc1 under 786-0: 93
# Reading for CCCCCCCCOC(=O)Nc1ccc(OCC)cc1 under CAKI-1: 91
# Reading for COC(=O)c1cc2ccccc2[nH]c1=O under TK-10: 107
# Reading for O=C(Nc1ccc(Cl)c(C(F)(F)F)c1)c1cncc(C#Cc2cnc3ccc(N4CCOCC4)nn23)c1 under CAKI-1: 9.8*
# Reading for COc1cc(Nc2ncccc2/C=C/C(=O)c2cc(OC)c(OC)c(OC)c2)cc(OC)c1OC under RXF 393: 86
# Reading for c1ccc(COC(CN2CCCCC2)c2ccccc2)cc1 (stereo not given) under TK-10: 95
# Reading for O=C(CCCC(=O)Nc1ccc(Cn2nnc3cc(Cl)c(Cl)cc32)cc1)Nc1ccc(CN2N=NC3C=C(Cl)C(Cl)=CC32)cc1 (stereo not given) under UO-31: 50

# Going on with the list.
SMILES	UO-31	A498	ACHN	SN12C	786-0	DU-145	TK-10	RXF 393	CAKI-1
CCCNC(=O)c1ccc(S(N)(=O)=O)cc1	107	nt	101	107	75	109	119	107	110
O=C1C=CC2C3C=CC(C3)C12 (stereo not given)	89	89	102	107	102	106	107	114	106
C[n+]1c(/C=C\C=C\N2CCCCC2)sc2ccccc21	52	44	66	7.7*	-42*	23	22	nt	nt
CCOC(=O)N1CCc2nc(NC(=O)Cc3ccccc3)sc2C1	89	91	100	91	96	103	88	119	106
C(=N\C(/N=C/c1ccco1)c1ccco1)/c1ccco1	90	92	101	98	109	111	129	116	101
O=C(O)c1cccnc1C(=O)O	85&105	88&95	102&109	95&105	85&102	103&112	85	108	93&98
N#CC1=C2NCCCCCNc3oc(nc3C#N)Cc3ccccc3CC(=N1)O2	89	109	105	107	105	111	102	116	90
COc1ccc(/C=N/NC(=O)CSc2nc3ccccc3c(=O)n2CCc2ccc(S(N)(=O)=O)cc2)cc1OC	86	97	96	104	96	95	107	94	93
O=[N+]([O-])c1ccc2c(c1)oc1ccccc12	108	86	109	110	100	117	99	109	111
COC(=O)[C@@H](CC(C)C)N1CC=CCN(OCc2ccccc2)S1(=O)=O	97	112	96	112	99	116	98	99	86
CCCCC(CC)OC(=O)c1ccc(OC)cc1 (stereo not given)	100	99	102	99	97	111	82	102	98
CCOC(=O)CNC(=O)N1CCN(CC(=O)OCC)CC1	89	126	102	102	103	105	101	116	97
C=C(C)[C@@H]1CC[C@]2(COCCCNCCCN)CC[C@]3(C)[C@H](CC[C@@H]4[C@@]5(C)CC[C@H](OCCCN)C(C)(C)[C@@H]5CC[C@]43C)[C@@H]12	39	90	-72*	-83*	-84*	-50*	-10*	29	52
COc1cc(CNC(=O)Cc2ccccc2)ccc1OCc1cn(-c2ccc(Br)cc2)nn1	79	60	90	92	98	99	112	99	86
Nc1nc(NCc2cccc(Cl)c2)c2c(n1)[nH]c1ccc(O)cc12	39	42	54	58	76	90	79	64	60
CC1CN1C(=O)c1ccc(C(=O)N2CC2C)c2ccccc12 (stereo not given)	75	95	100	93	86	98	105	112	93
Cc1ccc(Cn2cc(Cn3c(=O)c(-c4nc5ccccc5[nH]4)cc4ccccc43)nn2)cc1	77	119	78	82	80	105	109	34	90
O/N=C/c1ccc(Cl)cc1	87	92	88	103	97	112	nt	nt	92
NN1C(=O)CSC1=S	94	nt	107	102	99	108	95	nt	94
CCOC(=O)c1ccc(C(Br)Br)cc1	94	80	104	95	98	106	115	107	94
COC1=C(N(C)C)C(=O)c2ccccc2C1=O	85	112	102	102	108	105	112	122	102
Cc1ccc(-n2cnc3c(NC(=O)Nc4ccccc4)ncnc32)cc1	90	93	92	96	98	101	101	95	96
COC(=O)Nc1nc2ccc(C(=O)c3ccc(F)cc3)cc2[nH]1	2.0*	7.6*	33	30	26	-31*	17	-41*	15
Nc1nc(Cl)cc(Cl)n1	95	118	105	110	103	108	94	102	102
N#Cc1ccc(OCC(=O)Nc2c(N)[nH]c(=O)n(Cc3ccccc3)c2=O)cc1	78	79	101	96	100	112	105	120	95
CC(CC(=O)O)C(=O)O (stereo not given)	72	103	110	105	99	108	103	109	106
CCC(=O)OC1CCCCC1	89	110	97	102	nt	113	111	110	88
COc1cc2cc3c(nc2cc1OC)CCN3Cc1ccc(NC(=O)c2ccc(Cl)c(Cl)c2)cc1	88	91	93	93	88	107	136	85	85
COc1cc(NCCNC2CCCCC2)c2ncccc2c1	67	76	101	99	98	108	104	99	92
C[C@@H]1CCC[C@H]1CC(N)C(=O)O (stereo not given in full)	99	98	99	114	104	106	130	117	-77*

# Structural class: those above with a furan ring, fused or not.
SMILES	UO-31	A498	ACHN	SN12C	786-0	DU-145	TK-10	RXF 393	CAKI-1
C(=N\C(/N=C/c1ccco1)c1ccco1)/c1ccco1	90	92	101	98	109	111	129	116	101
O=[N+]([O-])c1ccc2c(c1)oc1ccccc12	108	86	109	110	100	117	99	109	111

# Given with values under each structure: part of the list above.
# Values run as follows: UO-31	A498	ACHN	SN12C	786-0	DU-145	TK-10	RXF 393	CAKI-1
- O=C(O)c1cccnc1C(=O)O
→ 85&105	88&95	102&109	95&105	85&102	103&112	85	108	93&98
- N#CC1=C2NCCCCCNc3oc(nc3C#N)Cc3ccccc3CC(=N1)O2
→ 89	109	105	107	105	111	102	116	90

# New compounds follow
SMILES	UO-31	A498	ACHN	SN12C	786-0	DU-145	TK-10	RXF 393	CAKI-1
CN(C)c1ccc(C(=Cc2ccccc2)c2ccc(N(C)C)cc2)cc1	83	97	98	92	88	105	104	102	92
CCNC(=S)NNC(=O)c1cc2ccc1CCc1ccc(cc1)CC2	84	nt	107	95	106	103	103	109	95
COc1ccc(/C(C)=C(/c2ccc(O)cc2)c2ccc(Cl)cc2)cc1F	83	106	101	100	102	110	99	nt	86
CCCCOC(=O)c1cccc(C(=O)OCCCC)n1	89	119	103	102	100	113	120	125	90
COc1ccc(/C(O)=C2\C(=O)C(=O)N(Cc3cccnc3)C2c2ccncc2)cc1C (stereo not given)	92	122	114	96	96	126	95	105	94
O=c1[nH]c2ccc(Oc3ncccn3)cc2c(=O)n1Cc1cccc(NS(=O)(=O)c2ccc(F)cc2)c1	88	100	90	100	91	118	108	96	93
Cc1ccc(N=NC2C(=O)N(c3ccc(Cl)cc3)N(c3ccc(Cl)cc3)C2=O)cc1	73	89	95	96	108	107	132	113	92
CC1(c2ccncc2)Nc2cc(Cl)ccc2-c2ccnn21 (stereo not given)	61	100	93	103	94	100	98	110	88
CCCCNC(=S)Nc1ccc(OCc2nc3ccc(C)cc3[nH]2)cc1	84	130	110	101	103	113	113	125	93
Clc1ccccc1/C=C/c1ccccn1	77	100	99	103	110	110	102	114	96
N#C/C(C(=O)c1ccccc1)=C1/C(=O)Nc2ccc(Cl)cc21	71	90	92	94	102	113	137	108	84
CO[C@@H]1[C@@H](OC)N(C(=O)c2ccc(Cl)cc2)C(=O)N1C(=O)c1ccc(Cl)cc1	78	97	102	103	97	115	102	133	93
COc1ccc(/C=C/C(=O)N2CC(C)OC(C)C2)cc1OC1CCCC1 (stereo not given)	88	nt	106	101	107	101	108	113	94
CC(=O)Oc1ccc2c(c1)c1cc3ncccc3nc1n2C(C)=O	46	92	nt	64	89	86	121	80	nt
